Source: PubChem BioAssay (National Center for Advancing Translational Sciences (NCATS))
HEK293 viab – GF-AFC viability counterscreen for inhibitors of alpha-synuclein gene (SNCA) expression; Potency, µM (doses to about 57.1 µM), for the others: at the highest dose activity change, negative = cytotoxicity, most hits filed as cytotoxic; AID 1671193, 2021; HEK-293-SNCA-luc viability, GF-AFC fluorescence, 24 h; 0.12% of 150,000 active;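 further: potency means the concentration at half of the fitted maximal effect; 0% = DMSO-treated cells and -100% = medium-only wells without cells; nearly all actives have a fitted effect of over 30% in size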
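Cytotoxicity counterscreen: after 24 h compound treatment of genome-edited SNCA-luciferase HEK-293 cells, live-cell protease substrate GF-AFC read by fluorescence after 30 min; activity scaled between DMSO (0%) and medium-only (-100%), curves Hill-fitted.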
HEK cytotox – Cytotoxic Profiling in HEK 293 Cell Line of Diverse Libraries Using Quantitative High-Throughput Screening; HEK 293 viability, ATP luminescence (CellTiter-Glo), 48-72 h; Potency, µM (highest dose often 115 µM), for the others: at the highest dose activity change, negative = cytotoxicity, hits mostly inhibitors; 6.6% of 94,000 active; further: potency means the concentration at half of the fitted maximal effect; nearly all actives have a fitted effect of over 60% in size
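Cells seeded first (HEK 293, 250 cells/well), then compound added by pintool. Incubation ran 48 or 72 hr at 37 degree Celsius. CellTiter-Glo was added and luminescence imaged after 10 min at room temperature.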
3T3 cytotox – Cytotoxic Profiling in NIH 3T3 Cell Line of Diverse Libraries Using Quantitative High-Throughput Screening; NIH 3T3 viability, CellTiter-Glo ATP luminescence, 48-72 h; Potency, µM (titrated, usually from 96.7 µM), inactives show at the top dose activity change, negative = cytotoxicity, actives largely listed as inhibitors; 4.3% of 94,000 active; AID 1345082, 2018; further: potency means the concentration at half of the fitted maximal effect; nearly all actives have a fitted effect of over 55% in size
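Viability of NIH 3T3 cells after 48 or 72 hr compound treatment at 37 °C was assessed by CellTiter-Glo, with luminescence imaged following a 10 min room-temperature step.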
SNCA expr inh – Primary qHTS assay for inhibitors of alpha-synuclein gene (SNCA) expression | HEK-293 SNCA-luciferase knock-in, luminescence, 24 h | 0.17% of 140,000 active | Potency, µM (series often up to 57.2 µM), for the others: top-dose activity change, negative = inhibition, actives largely listed as inhibitors;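 further: potency means the concentration at half of the fitted maximal effect; plate controls were DMSO cells for no effect and cell-free wells for full effect; nearly all actives have a fitted effect of over 45% in size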
FLuc inh – Firefly luciferase inhibition profiling of diverse chemical library using quantitative high-throughput screening; Luciferin 4-monooxygenase (Photinus pyralis), P08659; purified P. pyralis luciferase, luminescence, biochemical; Potency, µM (titrated, usually from 115 µM), for the others: at the highest dose activity change, negative = inhibition, actives largely listed as inhibitors; 2.5% of 76,000 active; AID 1347043, 2019; further: potency means the concentration at half of the fitted maximal effect; nearly all actives have a fitted effect of over 65% in size
Target sequence (P08659 whole entry, looked up): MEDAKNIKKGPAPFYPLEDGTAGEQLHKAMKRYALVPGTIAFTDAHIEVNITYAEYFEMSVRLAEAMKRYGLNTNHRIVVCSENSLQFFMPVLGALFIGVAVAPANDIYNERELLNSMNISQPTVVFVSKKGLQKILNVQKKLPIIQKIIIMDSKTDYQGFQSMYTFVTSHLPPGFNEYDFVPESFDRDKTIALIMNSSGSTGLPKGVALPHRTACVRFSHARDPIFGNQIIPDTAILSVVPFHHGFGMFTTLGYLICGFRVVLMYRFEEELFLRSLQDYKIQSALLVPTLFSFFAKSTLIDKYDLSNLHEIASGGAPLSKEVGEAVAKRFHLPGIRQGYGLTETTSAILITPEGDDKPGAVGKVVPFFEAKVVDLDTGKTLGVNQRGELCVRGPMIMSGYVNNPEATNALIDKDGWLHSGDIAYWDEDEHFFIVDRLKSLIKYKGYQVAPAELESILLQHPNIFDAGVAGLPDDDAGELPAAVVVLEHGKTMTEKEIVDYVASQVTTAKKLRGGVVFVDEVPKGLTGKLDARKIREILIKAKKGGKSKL
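Biochemical qHTS: compound (6-point titration) added to 10uM D-luciferin plus 10uM ATP in Tris acetate pH 7.5 buffer with Mg, Tween-20 and BSA, then purified enzyme at 10nM; light output imaged.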
GPT2 inh – Primary qHTS assay for inhibitors of Glutamate pyruvate transaminase 2 (GPT2); Recombinant GPT2, coupled pyruvate oxidase/HRP Amplex Red fluorescence; Alanine aminotransferase 2 (Homo sapiens), Q8TD30; Potency, µM (doses to about 57.7 µM), for the others: top-dose activity change, negative = inhibition, usual class: inhibitors; 0.25% of 100,000 active; further: potency means the concentration at half of the fitted maximal effect; nearly all actives have a fitted effect of over 60% in size; many of its hits are not listed in these tables
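Inhibition is scored from Amplex Red fluorescence generated when pyruvate oxidase and HRP act on pyruvate released by GPT2. Reactions contain 10ng/uL enzyme, 250uM a-KG and 2mM L-alanine and run 30 min at room temperature.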
IP6K1 inhibitor – Primary qHTS assay for small molecule inhibitors of Inositol hexaphosphate kinase 1 (IP6K1); IP6K1 kinase, ADP-Glo luminescence, 2 h; stronger effect = lower value; activity change, % (series mostly up to about 58 µM); 0.81% of 140,000 active; in the data active means activity change below about -25%
Target sequence (Q92551 whole entry, looked up): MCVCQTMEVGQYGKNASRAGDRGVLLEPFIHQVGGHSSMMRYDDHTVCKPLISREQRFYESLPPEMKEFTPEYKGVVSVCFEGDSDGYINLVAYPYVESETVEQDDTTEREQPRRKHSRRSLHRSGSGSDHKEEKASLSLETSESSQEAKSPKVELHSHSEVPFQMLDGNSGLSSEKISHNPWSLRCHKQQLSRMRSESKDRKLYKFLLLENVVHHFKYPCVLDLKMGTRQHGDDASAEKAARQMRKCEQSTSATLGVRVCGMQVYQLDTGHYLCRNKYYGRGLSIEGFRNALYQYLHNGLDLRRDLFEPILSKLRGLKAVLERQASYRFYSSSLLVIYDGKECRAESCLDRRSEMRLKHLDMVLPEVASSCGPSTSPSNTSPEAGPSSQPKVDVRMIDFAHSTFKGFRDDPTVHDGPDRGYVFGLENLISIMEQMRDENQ
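ADP-Glo luminescence measures ADP made by human IP6K1 during a 2 h RT reaction with ATP/IP6 (mix at 1.3 mM/130 uM); top library doses 57.5 and 19.1 uM final.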
* = called active by the depositor; i = inactive; ? = inconclusive; / = not tested or not shown; [ ] = dose if it differs, or a comment. Unless noted, the call rests on the fitted dose curve; in most records, active means well fitted curve in the direction sought with a large enough effect; inconclusive means small, poorly fitted or top-dose-only effect, or another doubt; inactive means no such curve, though single readings can be large; an effect the other way counts as inactive or inconclusive. Unless noted, on the % scale 0 is the no-effect control and ±100 the full control effect.

The line under a structure holds: HEK293 viab, GPT2 inh, FLuc inh, IP6K1 inhibitor, HEK cytotox, 3T3 cytotox, SNCA expr inh
- COc1ccc(Cn2c(=O)c(C(=O)N3CCN(C(=O)c4ccccc4)CC3)nc3cccnc32)cc1
    -2.6%[12.5 µM], i, /, 20.5, -3.9%, -26.1%, 13.8%
- Cc1cn2nc(C(=O)NCc3ccccc3Cl)cc2c(=O)[nH]1
    9.8%, i, ?, -13.9, -7.2%, -12.1%, 62.5%[activator]
- Cc1nc(-c2ccc(F)cc2)n(Cc2nc(-c3ccc(OC(C)C)cc3)oc2C)c(=O)c1CCO
    4.9%, ?, -15.0%, -1.9, -8.1%, -11.7%, 18.6%
- O=C1NC2(CCCN(Cc3cccc4ccccc34)C2)Oc2ccccc21 (configuration not stated)
    4.4%, 2.8%, -6.5%, 7.6, ?, ?, -5.3%
- O=C1CCCN1CC(=O)N1CCC(C2CCN(Cc3cccc(F)c3F)CC2)C1 (configuration not stated)
    ?, -4.0%, -0.2%, 8.3, 2.4%, -0.5%, -24.2%
- COCc1nc(C2CC(NC(=O)c3c(F)ccc(C)c3Cl)C2)cc(=O)[nH]1 (configuration not stated)
    -5.8%, -23.0%, 12.7%, 17.5, 0.3%, -0.4%, -14.0%
- COc1ccc(NCc2cc3cc4c(cc3n(CC(=O)Nc3cccc(F)c3)c2=O)OCO4)cc1
    1.5%, /, /, 6.6, /, /, 7.5%
- CCc1nnc(SCC(=O)Nc2ccc(F)cc2F)c2cc3sc(C)cc3n12
    -6.5%, /, /, 15.1, /, /, 44.5%[activator]
- CN(CC1CCCO1)c1ccc(C(=O)N2CCC(CCn3cccn3)CC2)cn1 (configuration not stated)
    9.9%, 4.5%, -5.7%, 26.2, 0.4%, 0.5%, -7.3%
- CN(Cc1cc2n(n1)CCCNC2)Cc1nc(-c2ccccc2)cs1
    3.1%, -13.2%, 11.4%, 5.4, -12.8%, -24.5%, 7.7%
- O=C(c1ccc2c(c1)OCO2)N1CCN2C(=O)N(Cc3ccccc3)C(=O)[C@H]2C1
    -2.8%[87.6 µM], -6.2%[88.5 µM], -13.6%[172 µM], 6.5, -9.8%[172 µM], -25.2%[174 µM], -13.5%[87.6 µM]
- CCc1c(C)nc(C)nc1N1CCN(C)C2(CCC(=O)N(CC)CC2)C1 (configuration not stated)
    6.7%, -6.3%, 1.4%, 16.6, i, -11.9%, -11.1%
- COc1ccc(CNC(=O)CC(c2ccc(OC)cc2)N2Cc3ccccc3C2=O)cc1 (configuration not stated)
    -12.0%, /, /, 29.9, /, /, -1.6%
- COCCN(C)C[C@@H]1CN(C(=O)c2cc3ccccc3n(C)c2=O)C[C@@H]1CO
    2.5%, -1.7%, 0.6%, 15.5, i, -0.4%, 1.9%
- Cc1ccc2c(c1)c1c(c(=O)n(-c3ccccc3)c(=O)n1CC(=O)c1ccc(F)cc1)n2C
    0.5%, /, /, -0.1, /, /, 3.8%
- OCc1ccc(-c2ccc3nnc(-c4ccccn4)n3n2)cc1
    7.4%[87.6 µM], -5.6%[88.5 µM], 10.5%[172 µM], -11.7, i, 89.1µM*, 5.8%[87.6 µM]
- Cc1nn(C)c(C)c1CCC(=O)NCCc1ncc(C)n1C1CCCCC1
    -0.8%, -8.2%, /, 7.2, -6.9%, -12.0%, 14.9%
- Cc1ccc(-c2cc(C(=O)NCc3ccc(F)cc3)nn3cnnc23)cc1
    -30.0%, 0.2%, /, 2.2, 1.3%, -16.4%, -18.5%
- COc1ccc(CNC(=O)c2cc(C)nc3c2c(C)nn3-c2cccc(Cl)c2C)cc1
    -7.2%, /, /, 0.1, /, /, ?
- Cc1ccc(-c2cc3c(=O)n(CCNC(=O)c4cc(F)ccc4F)ccn3n2)c(C)c1
    5.5%, i, ?, -6.6, -10.3%, -18.6%, 93.6%[activator]
- COc1ccc(OC)c(C2=NS(=O)(=O)N(C)C(C(=O)Nc3ccc(C(C)=O)cc3)=C2)c1
    -16.1%, /, /, 0.4, /, /, -13.5%
- O=C(NCc1c[nH]c2ncccc12)c1cccc2[nH]ccc12
    5.5%[87.6 µM], -2.8%[88.5 µM], -4.6%[172 µM], -5.4, -10.3%[172 µM], -19.5%[138 µM], -24.1%[87.6 µM]
- Cc1noc(C)c1S(=O)(=O)N1CCCCC(NC(=O)c2c[nH]c(=O)cn2)C1 (configuration not stated)
    13.6%, -2.5%, 1.1%, 7.7, -6.4%, 2.9%, -21.5%
- CN1C(=O)CC(C(=O)O)C12CCN(Cc1nc(-c3ccco3)no1)CC2 (configuration not stated)
    3.1%, i, 1.1%, 3.0, -23.0%, 1.5%, -12.3%
- COc1cc(O)c2c(c1)C1=C[C@H](O)[C@@H](O)C[C@]1(C)OC2=O
    -14.4%, i, /, -3.1, /, /, /
- Clc1ccc(CN2CCC3(CC2)CC(c2ccccc2)=NO3)cc1
    -7.4%, 0.8%, /, -6.6, ?, -22.5%, -18.9%
- COc1ccccc1OCCNC(=O)C1CCCN(c2cn[nH]c(=O)c2)C1 (configuration not stated)
    0.5%, i, -3.1%, 21.0, -23.4%, -10.4%, 20.6%
- Cn1c(C(=O)Nc2cccc(Cl)c2)cc2c(=O)n(C)c3ccccc3c21
    -7.1%, /, /, -14.7, /, /, -19.6%
- Oc1ccc(-c2nc(C3CC3)nc3c2CN(Cc2ccsc2)CC3)cc1
    -7.1%, i, -5.8%, 21.4, ?, ?, 21.2%
- COc1ccc2c(c1)OCC(CNC(=O)c1ccc(-c3nnn(C)n3)cc1)C2 (configuration not stated)
    -3.0%, 2.1%, 1.3%, 17.4, ?, ?, -1.8%

In the list so far, 2 contain a thiophene ring, fused or not.
The line under a structure holds: HEK293 viab, GPT2 inh, FLuc inh, IP6K1 inhibitor, HEK cytotox, 3T3 cytotox, SNCA expr inh
- CCc1nnc(SCC(=O)Nc2ccc(F)cc2F)c2cc3sc(C)cc3n12
    -6.5%, /, /, 15.1, /, /, 44.5%[activator]
- Oc1ccc(-c2nc(C3CC3)nc3c2CN(Cc2ccsc2)CC3)cc1
    -7.1%, i, -5.8%, 21.4, ?, ?, 21.2%

(continued)
The line under a structure holds: HEK293 viab, GPT2 inh, FLuc inh, IP6K1 inhibitor, HEK cytotox, 3T3 cytotox, SNCA expr inh
- CN1CCCCC(CC(=O)Nc2ccc3c(c2)OCCO3)C1=O (configuration not stated)
    5.0%, i, ?, 6.9, -3.9%, -9.1%, 63.5%[activator]
- COc1cc2nc(SCC(=O)Nc3ccccc3F)n3nc(-c4ccccc4)nc3c2cc1OC
    0.1%, /, /, -6.1, /, /, -20.7%
- CCOc1ccccc1NC(=O)c1c(OC)cc(=O)n2c1CCCC2
    -4.0%, i, -18.6%, -9.6, -2.9%, 2.7%, 6.9%
- Cc1nn(CC(=O)NCc2ccco2)c(=O)c2cc3ccccc3n12
    14.7%, /, /, -10.9, /, /, -5.9%
- Cc1nc(CCCNC(=O)[C@H]2CNC[C@@H](C(=O)N3CCOCC3)C2)sc1C
    0.4%, 0.5%, -4.2%, -5.7, 2.1%, 0.4%, 7.6%
- O=C1NCC2(CCN(Cc3cccnc3)CC2)Oc2ccccc21
    -1.2%, -11.4%, /, 2.1, 1.3%, i, -25.8%
- O=C(NCCCN1CCCC1=O)c1ccc2c(c1)[nH]c(=O)n2C1CCC(O)CC1 (configuration not stated)
    1.0%, -15.1%, -0.4%, 24.5, 2.4%, 4.7%, -9.8%
- Cc1nn(CC(=O)N2CCN(c3ccc(Cl)cc3)CC2)c(=O)c2nc(C(C)C)sc12
    -11.9%, 4.1%, 12.3%, 5.1, ?, -17.2%, -12.0%
- Cc1cc(-n2c(C)nc3ccccc3c2=O)ccc1NC(=O)c1ccc(C)c([N+](=O)[O-])c1
    0.6%, /, /, -25.2*, /, /, 11.1%
- CCCCN(C)CC(O)Cn1cc(/C=C/C(=O)c2ccc(OC)c(OC)c2)c2ccccc21 (configuration not stated)
    19.8%, /, /, 30.4, /, /, -12.3%
- Cc1ccc(Cn2c(C(=O)Nc3ccc(Cl)cc3)cc3sccc32)cc1
    -13.3%, /, /, 12.4, /, /, 58.8%[activator]
- O=C(Nc1cccc(C(F)(F)F)c1)C1CCCN(S(=O)(=O)c2cccc3nsnc23)C1 (configuration not stated)
    4.3%, /, /, -3.4, /, /, -8.9%
- CC1OC(OC2C(C)OC(OC3C(OC(=O)/C=C/c4ccc(O)cc4)C(CO)OC(OC4(COC(=O)/C=C/c5ccc(O)cc5)OC(CO)C(O)C4O)C3OC3OCC(O)(CO)C3O)C(O)C2O)C(O)C(O)C1O (configuration not stated)
    -16.8%[12.5 µM], -22.3%[17.1 µM], /, 11.7, /, /, /
- Cc1cnc(CC2CCN(C(=O)Cc3cccc(F)c3)C2)n1C(C)C (configuration not stated)
    -24.1%, i, -1.8%, -11.5, -2.5%, 1.9%, ?
- Cc1cn2nc(C(=O)NCc3ccc4c(c3)OCO4)cc2c(N2CCCC2)n1
    6.1%, i, -23.1%, -1.3, -10.9%, -23.3%, -25.0%
- COC1=CC(=O)C[C@@H](C)[C@@]12Oc1c(Cl)c(OC)cc(OC)c1C2=O
    -22.3%, i, /, 4.3, /, /, /
- O=C(CCCc1ccccc1)N1CCC(Cc2nc(-c3ccncc3)n[nH]2)CC1
    2.7%, -10.8%, 18.6%, 17.0, ?, ?, -15.7%
- Cc1noc([C@@H]2CN(Cc3ccc(OC(F)(F)F)cc3)C[C@H]2CO)n1
    -11.4%, i, 0.9%, -13.2, ?, -19.7%, 5.1%
- Cc1cc(-c2cccc(CCOc3cnc4c(ccn4CC(=O)O)c3)c2)ccn1
    -0.4%[87.6 µM], 1.0%[88.5 µM], ?, -4.8, ?, ?, 7.5%[87.6 µM]
- Cc1ccccc1CN1Cc2nc(Nc3ccccc3)ccc2OCC1=O
    ?, i, -2.7%[172 µM], -18.8, 70.8µM*, ?, -18.3%[87.6 µM]
- COCC1CCN(C(=O)COc2ccc(NC(=O)C3CC3)cn2)CC1
    -12.1%, -6.2%, 1.7%, 20.7, 13.8%, -7.2%, 8.4%
- COc1ccc(C2C=C(c3ccc(Cl)cc3)Nc3nc(NC(=O)CCC(=O)O)nn32)cc1 (configuration not stated)
    ?, /, /, 0.7, /, /, -29.6%
- COc1ccccc1CNC(=O)c1ccc(-c2nc(CS(=O)c3ccc(C)cc3)c(C)o2)cc1 (configuration not stated)
    -11.4%, /, /, 19.4, /, /, ?
- COc1ccccc1CNC(=O)CCc1c(C)c2cc3c(C)c(C)oc3cc2oc1=O
    -5.0%, /, /, -20.7, /, /, -2.9%
